ROC1-CUL1 inh = inhibitors of human ROC1-CUL1 ubiquitin ligase activity; inhibition, % at 10 µM; P62877+Q13616; in vitro K48 di-Ub FRET, acceptor:donor ratio, 45 min; actives 0.6% (n = 140,000); in the data active = inhibition above about 25%
Target sequence (P62877 whole entry, looked up): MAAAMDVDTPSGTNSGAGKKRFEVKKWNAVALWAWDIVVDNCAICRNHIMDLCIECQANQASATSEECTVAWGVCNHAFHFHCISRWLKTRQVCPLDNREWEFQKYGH
Target sequence (Q13616 whole entry, looked up): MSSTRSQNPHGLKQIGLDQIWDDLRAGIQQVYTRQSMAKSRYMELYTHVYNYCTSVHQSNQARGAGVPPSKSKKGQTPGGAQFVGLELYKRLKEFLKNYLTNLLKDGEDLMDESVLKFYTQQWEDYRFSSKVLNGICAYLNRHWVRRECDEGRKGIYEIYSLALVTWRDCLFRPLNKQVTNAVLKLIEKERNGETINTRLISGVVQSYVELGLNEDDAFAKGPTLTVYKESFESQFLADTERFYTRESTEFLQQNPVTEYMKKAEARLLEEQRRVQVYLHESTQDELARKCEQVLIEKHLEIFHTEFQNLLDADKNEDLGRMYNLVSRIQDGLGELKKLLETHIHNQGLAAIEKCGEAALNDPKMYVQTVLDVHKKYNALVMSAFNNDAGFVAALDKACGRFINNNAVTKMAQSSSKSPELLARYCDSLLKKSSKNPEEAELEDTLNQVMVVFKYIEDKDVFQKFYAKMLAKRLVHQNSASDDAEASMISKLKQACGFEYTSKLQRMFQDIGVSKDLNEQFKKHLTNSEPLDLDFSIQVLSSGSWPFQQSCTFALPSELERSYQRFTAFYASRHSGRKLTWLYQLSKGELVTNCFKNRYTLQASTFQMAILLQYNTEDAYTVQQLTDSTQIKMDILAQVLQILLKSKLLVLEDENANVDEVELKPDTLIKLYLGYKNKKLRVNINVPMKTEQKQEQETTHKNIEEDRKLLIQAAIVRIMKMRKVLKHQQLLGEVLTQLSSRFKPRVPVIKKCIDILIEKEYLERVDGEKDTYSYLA
* hit, by the source's call; & = joins results of further samples. This is a subset; rates above refer to the full screens.

Structure,ROC1-CUL1 inh
CC(NC(=O)C12CC3CC(C1)CC(n1cncn1)(C3)C2)C12CC3CC(CC(C3)C1)C2 (configuration not stated),-2
CNC(=O)C1C(=S)N=C(N)C(C#N)C1c1ccccc1 (configuration not stated),0
CCOc1ccc(Br)cc1S(=O)(=O)Nc1ncccc1C,-3
Cc1ccc(Cl)cc1NC(=O)c1ccc(NS(=O)(=O)c2cccc3cccnc23)cc1,-4
O=[N+]([O-])c1cc(-c2nnc(-c3ccccc3)o2)c(N2CCOCC2)c([N+](=O)[O-])c1,0
COc1cccc(CNC(=O)C2CCCN(c3nn4cc(-c5ccc(C)cc5)nc4s3)C2)c1 (configuration not stated),-8
Cc1cc(Cl)ccc1NC(=O)c1cccc(NC(=O)N2CCSc3ncccc32)c1,-6
Cc1cc(NC(=O)CSc2nc(-c3cccc(F)c3)nc3c2c(=O)n(C)c(=O)n3C)no1,-1
CSC(=S=O)C(C)(C)S(=O)(=O)c1ccc(C)cc1,-1
CCOc1ccc(C2c3c(oc4ccccc4c3=O)C(=O)N2c2nnc(C)s2)cc1OC (configuration not stated),2
Cc1cc2sc(NC(=O)Cc3ccccc3)nc2cc1Cl,2
O=C(NCc1ccc(Cl)cc1)C1CCCN(C2CCN(C(=O)C3CC3)CC2)C1 (configuration not stated),-3
CC(=O)c1ccc(NC(=O)CSc2nnc(COc3ccc(Cl)cc3)o2)cc1,2
Cc1cc(C)c2c(c1)=C(c1sc(Nc3ccc(F)cc3)nc1O)C(=O)N=2,3
OCCN1CCN(c2ncnc3sc4c(c23)CCCC4)CC1,-4
CS(=O)(=O)N(CC(=O)NCCc1ccccc1)c1cccc(F)c1,-4
CC(C)(CN1CCOCC1)CN1C[C@H](O)[C@@H](N2CCN(c3ccccn3)CC2)C1,-7
CCC(=O)Nc1ccc(S(N)(=O)=O)cc1,-3
CSC1=N/C(=C\c2ccccc2)C(=O)N1c1cccc(Cl)c1,3
CSc1nc(Cl)cc(N2CCN(c3ccc(F)cc3)CC2)n1,-1
Cc1ccc(CN2CCSc3ccc(C(=O)Nc4ccc(Cl)cc4)cc32)cc1,-2
COc1ccc(F)cc1S(=O)(=O)N1CCN(C)CC1,1
N#CC1(c2ccccc2)NC2c3ccccc3OC3CCCC1C32 (configuration not stated),-8
O=C(Nc1ccc2ccccc2c1)c1cccs1,13
O=C(N/N=C/c1ccc([N+](=O)[O-])cc1)c1ccc(Br)o1,-6
CC1=NN2C(=O)NC(C(F)(F)F)(C(F)(F)F)N=C2S1,2
O=C(C=C1SCCS1)/C=C/c1ccco1,5
O=C(Nc1ccc(-c2nc3ccccc3s2)c(O)c1)c1ccc(Br)cc1,-5
Cn1cc(S(=O)(=O)c2cccc(Cl)c2)c(=O)c2cc(F)c(N3CCN(c4ccc(F)cc4)CC3)cc21,1
COc1cccc(CNC(=O)CCNS(=O)(=O)c2cccc3nsnc23)c1,-3
CCOC(=O)C1(CCc2ccccc2)CCN(C(=O)C(C)n2cncn2)CC1 (configuration not stated),0
Cc1c(C(F)(F)F)cc(C(F)(F)F)c(C)c1N,9
Nc1nnc(SCC(=O)NC2C3CC4CC(C3)CC2C4)s1 (configuration not stated),6
O=C(c1cccs1)c1sccc1Br,-7
CCC(=O)NC(=S)Nc1ccc(N2CCN(C)CC2)cc1,10
O=C(Nc1ccc(Oc2ccccc2)nc1)C1CCN(CCCn2cccn2)CC1,-4
CC(C)CN(C)C(=O)C1CCCN(C2CCN(C3Cc4ccccc4C3)CC2)C1 (configuration not stated),7
COC(=O)c1ccc(NC(=S)NC(=O)C2CCC2)cc1,-5
COc1cccc(O[C@@H]2O[C@@H]3COC(C)(C)O[C@H]3[C@H](O)[C@H]2NC(C)=O)c1,4
C=CCO[C@@H]1[C@H]2OC(C)(C)O[C@H]2O[C@@H]1[C@H](O)Cn1c(=O)n(C[C@@H](O)[C@H]2OC3OC(C)(C)OC3[C@H]2OCC=C)c2ccc(C)cc21 (some centres not stated),-8
O=C1c2ccc([N+](=O)[O-])cc2C(=O)N1Cc1ccccc1[N+](=O)[O-],-1
CC1(C)CC(=O)C2=C(C1)c1c(ccc3ccccc13)NC2c1ccccc1OCC(N)=O (configuration not stated),0
C=CCn1c(SCC(=O)NCCc2ccccc2)nc2sc3c(c2c1=O)CCC(C)C3 (configuration not stated),11
Cc1cc(C)cc(NC(=O)N2CCC(N3CCCCC3)CC2)c1,-12
CCOc1ccc(-n2c(-c3ccc(C)cc3)nc3c(cnn3-c3ccccc3)c2=O)cc1,-3
O=c1c2ccccc2nc(CN2CCN(c3cccc(Cl)c3)CC2)n1-c1ccc(F)cc1,-9
Cc1ccc(C)c(NCc2cccnc2)c1,2
O=C(CCn1c(=O)c2sccc2n(Cc2ccccc2F)c1=O)NCc1ccc2c(c1)OCO2,-4
CC(NC(=O)CCC1(Cc2ccc3ccccc3c2)CCC(=O)N1)c1cnn(-c2ccccc2)c1 (configuration not stated),-3
O=C(Nc1cc(C(F)(F)F)ccc1F)C12CC3CC(C1)CC(n1cnc([N+](=O)[O-])n1)(C3)C2,3
CC(=O)c1cccc(NC(=O)c2sc3nc(-c4ccccc4)cc(-c4ccc(Cl)cc4)c3c2N)c1,5
Cc1ccc(C)c(NC(=O)C(C)n2c(=O)cc(C(F)(F)F)c3c(C)nn(C)c32)c1 (configuration not stated),9
Cc1ccc(-c2noc(CN(C)C(=O)CC3CCCCC3)n2)cc1,5
C=CCN1C(=O)N=C(Cc2ccc(OC(C)CC)c(Br)c2)C1=O (configuration not stated),8
CCN(CC)CCNC(=O)c1cccc(Br)c1,8
COc1ccc(-n2ncc(C(C)NCc3ccc4nsnc4c3)c2C)cc1 (configuration not stated),-1
Cc1[nH]n(-c2ccccc2)c(=O)c1C(c1cc(Cl)ccc1O)c1c(C)[nH]n(-c2ccccc2)c1=O,0
OC(COCc1ccc2c(c1)OCO2)CN1CCN(C(c2ccccc2)c2ccccc2)CC1 (configuration not stated),-6
CSc1sc(C#N)c(N)c1-c1ccc(Cl)cc1,1
CCCCC1OC(=O)c2c1ccc1c2C(=O)CC(C(=O)O)=N1 (configuration not stated),1

15 of these compounds in another layout.
ROC1-CUL1 inh | canonical_smiles
-2 | CC(NC(=O)C12CC3CC(C1)CC(n1cncn1)(C3)C2)C12CC3CC(CC(C3)C1)C2 (configuration not stated)
0 | CNC(=O)C1C(=S)N=C(N)C(C#N)C1c1ccccc1 (configuration not stated)
-3 | CCOc1ccc(Br)cc1S(=O)(=O)Nc1ncccc1C
-4 | Cc1ccc(Cl)cc1NC(=O)c1ccc(NS(=O)(=O)c2cccc3cccnc23)cc1
0 | O=[N+]([O-])c1cc(-c2nnc(-c3ccccc3)o2)c(N2CCOCC2)c([N+](=O)[O-])c1
-8 | COc1cccc(CNC(=O)C2CCCN(c3nn4cc(-c5ccc(C)cc5)nc4s3)C2)c1 (configuration not stated)
-6 | Cc1cc(Cl)ccc1NC(=O)c1cccc(NC(=O)N2CCSc3ncccc32)c1
-1 | Cc1cc(NC(=O)CSc2nc(-c3cccc(F)c3)nc3c2c(=O)n(C)c(=O)n3C)no1
-1 | CSC(=S=O)C(C)(C)S(=O)(=O)c1ccc(C)cc1
2 | CCOc1ccc(C2c3c(oc4ccccc4c3=O)C(=O)N2c2nnc(C)s2)cc1OC (configuration not stated)
2 | Cc1cc2sc(NC(=O)Cc3ccccc3)nc2cc1Cl
-3 | O=C(NCc1ccc(Cl)cc1)C1CCCN(C2CCN(C(=O)C3CC3)CC2)C1 (configuration not stated)
2 | CC(=O)c1ccc(NC(=O)CSc2nnc(COc3ccc(Cl)cc3)o2)cc1
3 | Cc1cc(C)c2c(c1)=C(c1sc(Nc3ccc(F)cc3)nc1O)C(=O)N=2
-4 | OCCN1CCN(c2ncnc3sc4c(c23)CCCC4)CC1

The list goes on:
Structure,ROC1-CUL1 inh
COc1ccc(-c2n[nH]c3c2CN(C(=O)c2sccc2C)CC3)cc1,2
CCC1C(=O)NCCN1Cc1cnc(S(=O)(=O)C2CCCC2)n1CCCOC (configuration not stated),2
CC(C)CC(C(=O)O)N(Cc1ccccc1)Cc1ccccc1 (configuration not stated),8
CCCCSc1nnc2c(n1)OC(c1cc(Cl)cc(OC)c1OC(=O)CC)N(C(=O)CC)c1ccccc1-2 (configuration not stated),-6
COc1cccc(-n2c(=O)c3sc4ccccc4c3n(Cc3c(F)cccc3Cl)c2=O)c1,-3
CC1Cc2ccccc2N1C(=O)c1cccc(Cl)c1 (configuration not stated),3
CCCCCCCC1=NN2C(=N)/C(=C/c3ccccc3C)C(=O)N=C2S1,2
CCOC(=O)N1CCC2(CC1)OC(=O)C(C)=C2C(=O)NCc1ccccc1OC,-7
Cc1ccc(CCC(=O)NC2CC3CCC2C3)cc1 (configuration not stated),4
Cc1ccc(C(=O)N2CCC(N3CCN(Cc4ccc(F)cc4)C(=O)C3=O)CC2)cc1,12
c1ccc(CN2CCCC(c3ccccc3)C2)cc1 (configuration not stated),-12
COc1ccc(F)c(CN2CCCC3(CCN(S(=O)(=O)N(C)C)C3)C2=O)c1 (configuration not stated),8
Cc1oc2ccc(O)c(CN3CCOCC3)c2c1C(=O)Nc1cccc(Cl)c1C,-12
c1ccc2c(c1)OCC(CSc1nnc3c(n1)[nH]c1ccccc13)O2 (configuration not stated),-10
Cc1ccccc1C(=O)Nc1ccc(S(=O)(=O)Nc2nccs2)cc1,2
O=C1CCCc2nc(N3CCN(CCO)CC3)nc(Nc3ccccc3)c21,14
COc1ccc(NC(=O)c2sc3nc4c(cc3c2N)CCCCCC4)cc1Cl,2&8
COc1ccc(CNC(=O)c2ccc3nc(CCc4ccccc4)oc3c2)c(OC)c1,-8
CCC(C)Oc1ccc(C(=O)Nc2ccc(S(N)(=O)=O)cc2)cc1 (configuration not stated),3
COc1cc(/C=C2\CCCC3=C2OC(=N)C(C#N)C3c2cc(OC)c(OC)c(OC)c2)cc(OC)c1OC (configuration not stated),7
CC(NC(=O)c1cccc(S(=O)(=O)N2CCOCC2)c1)C12CC3CC(CC(C3)C1)C2 (configuration not stated),2
Fc1ccc(CN2CCCC3(CCN(C4CCC4)C3)C2)cc1 (configuration not stated),-1
CN(C)c1ccc(Sc2nnc(NC(=O)/C=C/c3ccccc3)s2)cc1,-4
CCOC(=O)c1ccc(-n2c(/C=C3\C(=O)Nc4ccccc43)nc3ccccc3c2=O)cc1,2
CCOc1ccc(C(=O)N2c3ccc(OC)cc3-c3c(ssc3=S)C2(C)C)cc1,-2
O=S(=O)(CC12C3C4C5C1C2C(Br)(C43)C51OCCO1)c1ccccc1 (configuration not stated),-3
CC(C)c1cc(CN2CCCC(CNC(=O)c3ccco3)C2)[nH]n1 (configuration not stated),4
O=c1nc2sc3ccccc3n2c(=O)n1-c1ccc(Cl)c(Cl)c1,-1
CCOC(=O)c1c(C)[nH]c(C(=O)NCc2cc(=O)[nH]c(C)n2)c1C,12
Cc1cc(=O)oc2cc(OC(=O)c3ccc(=O)oc3)ccc12,8
CCCS(=O)(=O)c1ncc(CN(C)Cc2ccon2)n1CC1CCCO1 (configuration not stated),17
CCCOc1ccc(CNC(=O)c2ccc3c(c2)N(Cc2ccccc2)CCS3)cc1,-2
O=C(CCCN1C(=O)c2ccccc2C1=O)NC(c1ccccc1)C1CCCC1 (configuration not stated),-8
COc1cccc(-n2cc(C(=O)Oc3ccc(F)cc3)c3ccccc3c2=O)c1,11
Cc1cc2c(cc1NC(=O)CN1CCCCC1)n(C)c(=O)n2C,2
O=C1Nc2ccccc2C1C=Nc1ccccc1 (configuration not stated),-9
c1ccc(-n2nnnc2-c2cnoc2-c2cccs2)cc1,8
COc1ccc(-n2nnc(-c3nsc(NC(=O)c4ccc(C)c(C)c4)n3)c2C)cc1Cl,4
O=C(NNS(=O)(=O)c1ccccc1)c1ccncc1,1
CCOc1ccccc1NC(=O)c1cccc(OC)c1,3
N#CNC(=Nc1ccccc1)SCc1cccnc1,0
COCCCNC(=O)c1nn(-c2ccc(C)cc2)c(=O)n(C)c1=O,-10
CC(=O)Nc1cc2nn(-c3ccc(F)cc3)nc2cc1C,9
O=C(NC(=S)Nc1ccc(Cl)c(C(=O)O)c1)c1cncc(Br)c1,-7
CCOc1cc(C2NN=C(c3ccccc3)S2)ccc1OCc1ccccc1 (configuration not stated),-5
COCc1[nH]nc2c1C(c1ccnc3ccccc13)C(C#N)C(=N)O2 (configuration not stated),4
COc1ccc(CN2CCC(O)CC2)c(OCC(O)CN2CCCCCCC2)c1 (configuration not stated),2
O=C(Cn1ncc(Cl)c(Cl)c1=O)c1ccc(Cl)cc1,6
CN(CC(O)COc1ccccc1CNC1CCOCC1)C1CCCCC1 (configuration not stated),2
Cc1ccc(NC(=O)C(Cc2ccccc2)n2cccc2)cc1 (configuration not stated),7
Cc1cccn2c(=O)c3cc(C(=O)NC4CCCCC4)c(=N)n(C)c3nc12,1
O=C(Nc1cccc(Cl)c1)N1CCC(Cc2ccccc2)CC1,5
CC1(C)CC(=O)C(C(c2ccc(C(=O)O)cc2)C2C(=O)CC(C)(C)CC2=O)C(=O)C1,5
Cc1ccc(-n2ncc(C(=O)N3CCN(Cc4ccccc4)CC3)c2C2CCN(C(=O)OC(C)(C)C)CC2)cc1,11
C1=NCCNc2ccccc2C=NCCNc2ccccc21,8
O=C(NN1CCOCC1)c1ccco1,-7
CCOC(=O)c1sc(C)c(C(=O)NC2CCCCC2)c1N,3
O=C1OC(c2ccccc2)OC(=O)C1=Cc1ccc(O)cc1 (configuration not stated),-1

Screening data deposited in PubChem by Icahn School of Medicine at Mount Sinai.
